TexasRed fluor – counter-screen for TRb-SRC2 inhibitors: fluorescence interference. TRb/SRC2 Texas Red total fluorescence interference. Potency, µM (series often up to 106 µM), without a hit: at the highest dose fluorescence change, negative = quenching. 280,000 compounds, 0.29% hits. AID 1479; active = well fitted curve in either direction with a large enough effect; inconclusive = small, poorly fitted or top-dose-only effect
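Flags fluorescent or light-absorbing compounds by total fluorescence, S + 2P, at 555 nm excitation and 632 nm emission. Mixture: 20 nM Texas Red SRC2 peptide, 0.6 uM human TRb LBD, 1 uM T3, 5% DMSO; compound exposure 5 h at ambient temperature.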
TRb-SRC2 inh – TRbeta-SRC2 interaction inhibition | TRbeta-SRC2 peptide binding, fluorescence polarization; receptor liganded with 1 µM T3 | Potency, µM (doses to about 106 µM), for inactives: top-dose activity change, negative = inhibition, hits mostly inhibitors | 280,000 compounds, 0.065% hits | AID 1469;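 also: plate controls were bound peptide for no effect and peptide without receptor for full effect; nearly all actives have a fitted effect of over 50% in size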
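A fluorescence polarization screen tested compounds at multiple concentrations against complex formation between 0.6 uM TRb ligand-binding domain and 20 nM Texas Red SRC2 peptide, with 1 uM T3 present; readout after 5 hr.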
JMJD2E inh – JMJD2E (human) inhibition. B2RXH2. JMJD2E catalytic domain, FDH-coupled NADH fluorescence (FDH is formaldehyde dehydrogenase). Potency, µM (titrated, usually from 57.1 µM), without a hit: at the top dose activity change, negative = inhibition, usual class: inhibitors. 230,000 compounds, 1.6% hits. AID 2147; active = well fitted inhibition curve with a large enough effect, not every such curve was filed as active; inconclusive = small, poorly fitted or top-dose-only effect, or another doubt; inactive = no such curve, though single readings can be large or run the other way;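 also: 0% = wells with enzyme and -100% = buffer wells without enzyme; nearly all actives have a fitted effect of over 50% in size; many of its hits are not listed in these tables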
Tau FP inhib – tau fibrillization inhibition (FP); Potency, µM (top dose mostly 57.7 µM), inactives show top-dose activity, negative = inhibition, actives largely listed as inhibitors; P10636; K18 P301L tau heparin fibrillization, Alexa594 FP, 6 h; 280,000 compounds, 0.39% hits; also: nearly all actives have a fitted effect of over 55% in size
Target sequence (P10636 561-689 P618L limits assumed): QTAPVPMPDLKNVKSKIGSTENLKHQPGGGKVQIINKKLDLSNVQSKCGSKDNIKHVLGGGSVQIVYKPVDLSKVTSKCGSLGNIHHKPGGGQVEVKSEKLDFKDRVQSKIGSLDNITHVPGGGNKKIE
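Quantitative HTS format: compounds meet 15 uM recombinant K18 P301L tau and Alexa 594-tau tracer in 100 mM sodium acetate pH 7; 20 uM heparin triggers fibrillization at 37 C over 6 hr; FP gives the signal.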
RGS12 GoLoco inh – blocks human Gai1 binding to RGS12 GoLoco peptide, red readout | P63096 | Gai1:RGS12 GoLoco peptide FP, rhodamine, 10 min | Potency, µM (doses to about 61.6 µM), inactives show top-dose activity, negative = inhibition, hits mostly inhibitors | 230,000 compounds, 0.44% hits | AID 880; active = well fitted inhibition curve with a large enough effect, not every such curve was filed as active; inactive = no such curve, though single readings can be large or run the other way; also: nearly all actives have a fitted effect of over 30% in size; many of its hits are not listed in these tables
L3MBTL1 inh – blocks human L3MBTL1; Q9Y468; AlphaScreen L3MBTL1–H3K9me1 peptide binding; Potency, µM (series often up to 57.1 µM), for inactives: at the top dose activity, negative = inhibition, usual class: inhibitors; 230,000 compounds, 0.66% hits; AID 485360; also: nearly all actives have a fitted effect of over 60% in size
Target sequence (Q9Y468 whole entry, looked up): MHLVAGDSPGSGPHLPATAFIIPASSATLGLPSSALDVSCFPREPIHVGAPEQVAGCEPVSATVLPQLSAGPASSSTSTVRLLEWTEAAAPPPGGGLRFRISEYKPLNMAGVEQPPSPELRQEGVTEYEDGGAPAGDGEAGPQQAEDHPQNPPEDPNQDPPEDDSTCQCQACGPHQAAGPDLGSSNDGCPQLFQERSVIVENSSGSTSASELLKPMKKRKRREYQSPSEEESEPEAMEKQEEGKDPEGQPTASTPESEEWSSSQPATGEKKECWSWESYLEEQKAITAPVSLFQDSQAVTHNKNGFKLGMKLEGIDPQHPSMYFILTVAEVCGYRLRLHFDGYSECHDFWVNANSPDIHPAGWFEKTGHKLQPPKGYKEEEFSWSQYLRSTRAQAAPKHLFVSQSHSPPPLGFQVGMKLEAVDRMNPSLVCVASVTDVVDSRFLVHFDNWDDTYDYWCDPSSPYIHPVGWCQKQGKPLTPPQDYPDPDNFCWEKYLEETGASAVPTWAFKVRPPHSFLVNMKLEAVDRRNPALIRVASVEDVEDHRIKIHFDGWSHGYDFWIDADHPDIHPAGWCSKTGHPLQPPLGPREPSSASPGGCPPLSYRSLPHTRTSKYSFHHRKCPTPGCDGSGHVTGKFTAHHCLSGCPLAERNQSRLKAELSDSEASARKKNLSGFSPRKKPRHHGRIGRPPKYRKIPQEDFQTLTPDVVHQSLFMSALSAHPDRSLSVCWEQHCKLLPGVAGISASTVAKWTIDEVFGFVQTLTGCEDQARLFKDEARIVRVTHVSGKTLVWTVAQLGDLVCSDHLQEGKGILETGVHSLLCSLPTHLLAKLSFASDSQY
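Read-out is AlphaScreen signal from streptavidin donor and nickel chelate acceptor beads (10 ug/mL final each) bridging L3MBTL1 (50 nM) and biotinylated K9-monomethylated H3(1-15) peptide (75 nM), after 30 min compound exposure at room temperature.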
Tau ThT inhib – tau fibrillization inhibition (ThT binding); 270,000 compounds, 2.1% hits; AID 1460; P10636; Potency, µM (series often up to 57.4 µM), for inactives: at the top dose activity, negative = inhibition, usual class: inhibitors; recombinant tau K18 P301L (four-repeat tau fragment), heparin-induced fibrillization, ThT fluorescence; also: nearly all actives have a fitted effect of over 55% in size
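Heparin-induced fibrillization of the P301L-mutant K18 repeat-domain fragment of human tau was followed by ThT binding in quantitative high-throughput format.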
RECQ1 helicase – blocks DNA unwinding by human RECQ1 | P46063 | RECQ1 DNA unwinding, red fluorescence kinetic read | Potency, µM (highest dose often 57.3 µM), without a hit: at the top dose activity, negative = inhibition, most hits filed as inhibitors | 240,000 compounds, 0.54% hits | AID 2549;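 also: plate controls were vehicle for no effect and no enzyme for full effect; nearly all actives have a fitted effect of over 30% in size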
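50 nM RECQ1T1 preincubated 15 min with compound in Tris pH 8.0 buffer with MgCl2, DTT, Tween-20 and 2.5 ug/ml poly(dI-dC); started with 200 nM TAMRA/BHQ-2 forked duplex and 2 mM ATP. Unwinding read as fluorescence (525/598 nm), two reads 2 h apart.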
An asterisk follows results filed as active; i = inactive; u = inconclusive; x = not tested or not shown; & = joins results of further samples; [ ] = another dose, or the depositor's remark. Unless noted, calls follow the shape of the dose curve; as a rule, active = well fitted curve in the direction sought with a large enough effect; inconclusive = small, poorly fitted or top-dose-only effect, or another doubt; inactive = no such curve, though single readings can be large; an effect the other way counts as inactive or inconclusive. Unless noted, % is scaled to controls: 0 for no effect and ±100 for the full control effect; potency is read from the fitted curve at half-maximal effect. Not all compounds are listed, so the mix of outcomes need not match the whole.

Values run as follows: TexasRed fluor | TRb-SRC2 inh | JMJD2E inh | Tau FP inhib | RGS12 GoLoco inh | L3MBTL1 inh | Tau ThT inhib | RECQ1 helicase
COc1ccc(N2C(=O)CSC2c2cccs2)cc1 (stereo unspecified)
→ -1% | -4% | -8% | 2% | 0% | 4% | -10% | 0%
CCC(C)NC(=O)Cn1ccc2cc(S(=O)(=O)N3CCCCCC3)ccc21 (stereo unspecified)
→ -2% | -9% | x | -9% | x | x | 8% | x
COc1cc(OC)nc(NC2OC(=O)c3ccccc32)n1 (stereo unspecified)
→ -1% | -27% | -6% | 7% | -2% | 6% | 3% | -7%
O=C1C(c2ccc(F)cc2)N(Cc2ccc3c(c2)OCO3)C(=O)CN1C1CCCC1 (stereo unspecified)
→ -2% | -1% | 3% | 0% | 3% | -3% | -2% | 1%
O=C(NC1=NCCS1)c1ccc(OCC2CCCO2)cc1 (stereo unspecified)
→ -3% | 2% | -7% | -10% | 5% | 0% | -9% | -3%
CCOc1ccc(CNC(=O)c2ccc(NC(=O)c3nsc4ccccc34)cc2)cc1
→ -1% | -6% | x | u | x | x | 6% | x
CC(C)=CCN1CCN(CCCn2cccn2)CC1CCO (stereo unspecified)
→ 1% | 1% | 11% | 0% | -5% | 9% | -7% | -8%
CCC(C)NCCOCCOc1ccc(Cl)c(C)c1C (stereo unspecified)
→ 1% | -2% | u | 1% | 6% | 13% | 3% | -10%
NCC1O[C@@H](O[C@@H]2C(O)[C@H](O[C@H]3OC(CO)C(O)C(N)C3O)[C@@H](N)C[C@H]2N)C(N)C(O)C1O (stereo partly specified)
→ -2% | 3% | 0% | -9% | 3% | x | 7% | 7%
O=C(CCN1CCCCC1)NNC(=O)C12CC3CC(CC(C3)C1)C2
→ -1% | 4% | u | -1% | 6% | -2% | -1% | -3%
COc1ccc(CCC(=O)N/N=C\c2cccs2)cc1
→ -1% | 3% | -3% | -5% | 13% | 8% | 0% | 0%
COc1ccc(S(=O)(=O)NC(C)C)cc1-n1cnnn1
→ -6%&1% | -10%&0% | -9% | -4%&2% | 9% | 0% | 0%&9% | i
COC(=O)C1=C(N)OC2=C(C(=O)CCC2)C1c1cccs1 (stereo unspecified)
→ 0% | -7% | 4% | 7% | 9% | 2% | -3% | -9%
COc1cccc(C2N(c3ccc(Cl)cc3)C(=O)C3CCCN32)c1 (stereo unspecified)
→ 1% | 4% | -3% | -1% | 9% | -9% | -4% | -2%
O=C(Cn1ccsc1=NC(=O)C(F)(F)F)c1ccccc1
→ 1% | 7% | 4% | 0% | 3% | 3% | -2% | -6%
Cc1ccc(OCc2nc(C#N)c(NCc3ccco3)o2)cc1
→ -1% | -14% | -10% | u | 6% | x | -23% | -13%
Cc1oc2c(C)c(O)ccc2c(=O)c1N1C(=O)c2ccccc2C1=O
→ -1% | 4% | 5% | -6% | 8% | 6% | -5% | -4%
Cn1c2c(c(=O)n(C)c1=O)C(CC(=O)Nc1ccccc1)C(=O)N2 (stereo unspecified)
→ 0% | -7% | -3% | 5% | 10% | 11% | 1% | -15%
Cc1cc(C)n2nc(C(=O)N3CCN(c4ccc([N+](=O)[O-])cc4)CC3)nc2n1
→ -2% | 1% | 11% | 5% | 10% | 27% | u | -3%
Cc1ccc(S(=O)(=O)CC(=O)Nc2nc3c(C)cc(C)cc3s2)cc1
→ 0% | -2% | x | u | x | x | -11% | x
COCc1oc2ccc(NS(=O)(=O)c3ccc(C)cc3)cc2c1C(=O)OC
→ -3% | 4% | x | -1% | x | x | -4% | x
CCOC(=O)c1c(NC(=O)C2COc3ccccc3O2)sc2c1CCN(Cc1ccccc1)C2 (stereo unspecified)
→ u | -4% | u | -5% | 12% | -9% | -15% | -17%
O=C(CSc1nnc(-c2cccnc2)n1-c1ccccc1)Nc1ccccc1
→ 1% | -3% | 8% | 10% | 1% | 0% | 0% | i
CC(=O)c1ccc(NC(=O)C2CCN(c3nnc(C)c4c(C)n(-c5ccccc5)nc34)CC2)cc1
→ 17% | -26% | x | u | x | x | -14% | x
Cc1onc(-c2ccccc2Cl)c1C(=O)N(C)C1CCCCC1
→ -1% | -15% | -8% | 6% | 8% | x | 4% | i
CCc1ccc(CNC(=O)CN2C(=O)CCn3nc(-c4cn(C)c5ccccc45)cc32)cc1
→ -5% | -1% | x | 9% | x | x | -2% | x
Cc1ccccc1-c1nnc(SCCC(=O)N2CCOCC2)o1
→ -1% | -3% | -2% | -2% | 9% | x | -12% | -9%
CCOCCCn1c(=N)c(C(=O)NCC2CCCO2)cc2c(=O)n3cccc(C)c3nc21 (stereo unspecified)
→ 0% | 0% | x | -3% | x | x | 0% | x
COc1ccc(/C=C/c2c([N+](=O)[O-])c(=O)n(C)c(=O)n2C)cc1
→ 0% | 8% | 0% | 1% | -5% | x | u | i
Cc1cc[n+](C(C)C(=O)c2ccc(-c3ccccc3)cc2)cc1 (stereo unspecified)
→ 1% | -2% | u | -8% | 53%[activator] | x | -12% | 5%

Compound profiles, from the list above. Order of values: TexasRed fluor | TRb-SRC2 inh | JMJD2E inh | Tau FP inhib | RGS12 GoLoco inh | L3MBTL1 inh | Tau ThT inhib | RECQ1 helicase
Results for COc1ccc(CCC(=O)N/N=C\c2cccs2)cc1 = -1% | 3% | -3% | -5% | 13% | 8% | 0% | 0%
Results for CC(C)=CCN1CCN(CCCn2cccn2)CC1CCO (stereo unspecified) = 1% | 1% | 11% | 0% | -5% | 9% | -7% | -8%

Next part
Values run as follows: TexasRed fluor | TRb-SRC2 inh | JMJD2E inh | Tau FP inhib | RGS12 GoLoco inh | L3MBTL1 inh | Tau ThT inhib | RECQ1 helicase
CCC(C)NC(=O)CN1C(=O)c2cccnc2Oc2ccc(C)cc21 (stereo unspecified)
→ 1% | -8% | x | -1% | x | x | -5% | x
CCc1cccc(NS(=O)(=O)c2ccc3c(c2)CCC(=O)N3)c1
→ 1% | 3% | -9% | -5% | 6% | x | -5% | -3%
CCOc1ccc(NC(=O)CSc2nc(N)c(-c3ccccc3)c(=O)[nH]2)cc1
→ -2% | 2% | u | -1% | 9% | -4% | 0% | 1%
O=C(NC1CCCCC1)C(c1ccc(F)cc1)N(Cc1ccccc1)C(=O)CN1C(=O)c2ccccc2S1(=O)=O (stereo unspecified)
→ -5% | -7% | 5% | -10% | 0% | 0% | 8% | -11%
COc1ccc(C)cc1N(C)C(=O)c1c(C)oc2ncnc(N3CCOCC3)c12
→ 0% | 5% | x | 0% | x | x | -5% | x
CCOC(=O)OCC1OC(C#Cc2ccc(F)cc2F)C=CC1OC(=O)OCC (stereo unspecified)
→ -1%[11.2 µM] | 2%[11.2 µM] | x | -6%[11.6 µM] | x | x | -11%[11.5 µM] | -4%[11.5 µM]
CC/C(O)=C1\C(=O)CCCC1=NCCc1nc2ccccc2[nH]1
→ -3% | -6% | 4% | 3% | 0% | 2% | -1% | -1%
O=C(Cc1ccccc1)NNS(=O)(=O)c1ccc(F)cc1
→ 0% | -9% | -22% | 2% | 7% | -3% | -8% | -9%
CCSc1nnc(NC(=O)Cc2ccccc2OC)s1
→ 0% | -1% | 5% | -10% | 4% | -3% | 1% | -10%
CN1CCc2c(sc3c2C(=O)NC(c2cn(Cc4ccccc4)c4ccccc24)N3)C1 (stereo unspecified)
→ 3% | -11% | u | u | 92%[activator] | -11% | 18µM* | 7%
COc1ccc(N2CCN(c3ccc(NC(=O)c4ccc5c(c4)OCO5)cc3C#N)CC2)cc1
→ 2% | -3% | -1% | -6% | 1% | 0% | -16% | -11%
CCn1c(CN2C(=O)CSc3ccccc32)n[nH]c1=S
→ 0% | -5% | -4% | -5% | 3% | -12% | -2% | -2%
COc1ccc(-n2c(=O)c3ccccc3n(Cc3cccc(C)c3)c2=O)cc1
→ 5% | 0% | x | -5% | x | x | -6% | x
CCOC(=O)c1[nH]c2c(c1Cc1ccccc1C)C(=O)CC(c1ccccc1)C2 (stereo unspecified)
→ 2% | 1% | x | -13% | x | x | -7% | x
CSc1nnc(-c2sccc2OCc2ccc(C)cc2)n1C
→ -2% | 4% | 7% | -3% | -6% | 2% | -2% | -5%
COc1cccc(CNC(=O)C2CCC(CNc3nc(=S)[nH]c4ccccc34)CC2)c1 (stereo unspecified)
→ -3% | 6% | 7% | -1% | 3% | -17% | 6% | -3%
CC(=O)Nc1ccc(/C(C)=N/NC(=O)CN(c2ccccc2Br)S(C)(=O)=O)cc1
→ -1% | 9% | 3% | 0% | 7% | -2% | -12% | i
Cc1cc(F)ccc1S(=O)(=O)Nc1ncnc2sccc12
→ -3% | -6% | 3% | -2% | 7% | 13% | 2% | -3%
O=C(c1cc2n(n1)C(C(F)(F)F)CC(c1ccco1)N2)N1CCN(c2ccccn2)CC1 (stereo unspecified)
→ -5% | -3% | -10% | -1% | 12% | -6% | 6% | -1%
CN(Cc1ccccn1)Cc1cn(Cc2ccccc2)nc1-c1ccc2c(c1)OCO2
→ -4% | -7% | -26% | 10% | 4% | -3% | 18% | 14%
O=C(Nc1ccc(C(=O)N2CCCC2)cc1)c1ccccc1F
→ 4% | 4% | -2% | 3% | -6% | -5% | -2% | -10%
COc1ccc(C(=O)NC(=S)Nc2ccc(NC(=O)c3ccco3)cc2)cc1[N+](=O)[O-]
→ -4% | -2% | -4% | 3% | -6% | 7% | u | -4%
COc1ccc(OCc2cccc(C(=O)N3CCCC3)c2)cc1
→ -2% | -8% | -2% | 9% | 8% | -7% | -14% | -20%
COc1ccc(CNC(=O)c2ccc(CSc3nc4ccncc4n3Cc3ccccc3F)cc2)cc1
→ -12% | 5% | x | 1% | x | x | 2% | x
Cc1cc(C(=O)Cn2cnc3cc([N+](=O)[O-])ccc3c2=O)c(C)n1CC1CCCO1 (stereo unspecified)
→ -2% | -6% | 4% | -2% | -2% | x | u | -4%
Cc1cccc(NC(=O)CN2C(=O)CCc3ccccc32)c1C
→ 11µM*[quencher] | -16% | x | u | x | x | -11% | x
O=C(NCC(=O)N(Cc1ccccc1)C(C(=O)NC1CCCCC1)c1ccco1)c1ccco1 (stereo unspecified)
→ 1% | 7% | 0% | -4% | 6% | -11% | -4% | 3%
COc1ccc(C(CNC(=O)c2cncc(Br)c2)N(C)C)cc1 (stereo unspecified)
→ 0% | -1% | -4% | -1% | -6% | x | -12% | -7%

Bioassay records: PubChem, National Center for Advancing Translational Sciences (NCATS)
